Bioassay records from PubChem.
S1P4 antag – human S1P4 receptor antagonism. AID 1510. 0.26% of 220,000 active. O95977. S1P4-expressing cells, antagonist mode, reporter read-out. inhibition, % at 4.98 µM; in the data active = inhibition above about 29%;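 note: 0% = wells stimulated with agonist and 100% = vehicle wells without agonist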
NPY-Y1 PAM-ag – potentiates or activates human NPY-Y1 receptor; P25929; NPY-Y1 expressing cells, potentiator/agonist activation; activation, % at 3.6 µM; 0.37% of 220,000 active; AID 1304; in the data active = activation above about 33%, passing the limit was not always enough;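 note: cells stimulated with NPY at EC10 then isoproterenol at EC100; 0% = low agonist plus stimulus and 100% = saturating agonist plus stimulus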
Target sequence (P25929 whole entry, looked up): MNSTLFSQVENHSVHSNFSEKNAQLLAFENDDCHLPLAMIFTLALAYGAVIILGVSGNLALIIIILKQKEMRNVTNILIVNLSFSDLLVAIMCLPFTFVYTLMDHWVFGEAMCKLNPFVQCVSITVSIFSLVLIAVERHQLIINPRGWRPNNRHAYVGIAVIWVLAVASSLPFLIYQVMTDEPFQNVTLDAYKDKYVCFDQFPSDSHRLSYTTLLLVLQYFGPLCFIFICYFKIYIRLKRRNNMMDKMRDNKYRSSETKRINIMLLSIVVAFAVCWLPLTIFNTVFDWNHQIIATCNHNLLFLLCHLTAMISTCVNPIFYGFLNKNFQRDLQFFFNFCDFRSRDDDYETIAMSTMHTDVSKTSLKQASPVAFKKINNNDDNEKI
RBBP9 inhibitor – inhibitors of human serine hydrolase RBBP9; O75884; 0.2% of 220,000 active; inhibition, % at 7.94 µM; recombinant RBBP9, FP-Rh probe fluorescence polarization;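 active = inhibition above the campaign mean of all tested compounds plus 3 SD, cut at about 14% in these data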;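 note: plate controls were DMSO wells with RBBP9 for no effect and wells lacking RBBP9 protein for full effect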
Target sequence (O75884 whole entry, looked up): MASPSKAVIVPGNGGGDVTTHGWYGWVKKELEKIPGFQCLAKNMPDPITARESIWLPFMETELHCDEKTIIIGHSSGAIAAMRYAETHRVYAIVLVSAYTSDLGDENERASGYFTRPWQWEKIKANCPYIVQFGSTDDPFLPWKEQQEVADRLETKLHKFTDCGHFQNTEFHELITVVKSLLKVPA
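Assay system: recombinant human RBBP9; Reagent: Serine-hydrolase probe FP-Rh, 375 nM pre-mixing; Doses: 7.94 µM single dose, 0.794% DMSO; Incubation: 30 min then 45 min, 25 °C; Detection: fluorescence polarization (mP), excitation 525 nm, emission 598 nm; Evaluation: percent inhibition from mP, scaled between DMSO and no-protein wells.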
BaF3 parental – reduces parental Ba/F3 cell viability, JAK2V617F counter-screen. inhibition, % at 5.6 µM. 1.1% of 220,000 active. CellTiter-Glo ATP luminescence;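 active = inhibition above a per-campaign cutoff, the mean inhibition of all tested compounds plus 3 SD, cut at about 27% in these data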;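 note: 0% = DMSO wells and 100% = JAK Inhibitor I control wells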
Runt-CBFb FRET – inhibitors of human RUNX1 Runt domain binding to CBFb. inhibition, % at 20 µM. Q01196+Q13951. 0.46% of 220,000 active. Cerulean-Runt/Venus-CBFb FRET ratio 530/480, 1 h. AID 1496;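 active = inhibition over about 50% at 20 µM in the single-dose screen, limit read from the data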;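 note: 0% = DMSO wells and 100% = excess unlabeled CBFb competitor control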
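Measured by: fluorescence energy transfer, 422 nm excitation, 530/480 nm emission; Assay system: Cerulean-Runt domain; Medium: Tris pH 7.5 buffer with BSA; Measure: loss of energy transfer signal; Controls: 5 µM unlabeled CBFb as full-inhibition high control; Incubation: protein complex preformed 1 h, compound exposure 1 h, room temperature, dark.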
NPY2 pot ag – potentiators or agonists of human neuropeptide Y receptor Y2 | P49146 | cells expressing NPY-Y2, potentiator/agonist read-out | activation, % at 3.6 µM | 0.45% of 220,000 active | AID 1359; in the data active = activation above about 27%;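 note: cells stimulated with NPY near EC25 plus isoproterenol at EC100; 0% = vehicle plus submaximal agonist and 100% = vehicle plus saturating agonist; some results beyond the cut were filed as inactive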
Target sequence (P49146 whole entry, looked up): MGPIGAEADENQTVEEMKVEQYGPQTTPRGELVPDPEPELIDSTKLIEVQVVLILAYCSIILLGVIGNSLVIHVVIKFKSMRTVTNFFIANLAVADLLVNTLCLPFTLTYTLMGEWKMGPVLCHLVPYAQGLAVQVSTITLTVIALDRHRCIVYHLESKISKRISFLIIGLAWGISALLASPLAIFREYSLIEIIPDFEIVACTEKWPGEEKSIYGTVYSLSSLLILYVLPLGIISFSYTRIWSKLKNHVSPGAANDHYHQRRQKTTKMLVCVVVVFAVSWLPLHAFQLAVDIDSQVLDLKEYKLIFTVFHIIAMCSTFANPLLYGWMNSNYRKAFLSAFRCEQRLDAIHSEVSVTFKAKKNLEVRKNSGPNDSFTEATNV
Ba/F3 V617F tox – lowers viability of Ba/F3 cells expressing EpoR and JAK2V617F; ATP luminescence; AID 1446; inhibition, % at 5.6 µM; 1.1% of 220,000 active;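 active = inhibition above the campaign mean plus 3 SD over all tested compounds, cut at about 24% in these data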;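 note: cytokine-independent growth of Ba/F3 cells driven by EpoR plus mutant JAK2; 0% = DMSO-treated cells and 100% = JAK inhibitor I control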
S1P4 ag – activates the human S1P4 receptor; activation, % at 4.98 µM; 0.35% of 220,000 active; AID 1509; O95977; S1P4-expressing cell line, agonist reporter assay; in the data active = activation above about 11%;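 note: 0% = DMSO vehicle and 100% = reference agonist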
NPY-Y1 antag – blocks the human neuropeptide Y Y1 receptor; HEK293-CNG Y1 cells, membrane potential fluorescence; NPY at EC95, then isoproterenol; 1% of 200,000 active; inhibition, % at 3.6 µM; P25929; AID 1040;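 active = inhibition above the campaign mean inhibition of all tested compounds plus 3 SD, cut at about 20% in these data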;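 note: 0% = DMSO wells given NPY plus isoproterenol and 100% = isoproterenol alone without NPY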
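Test system – HEK293 Y1/CNG channel cell line · Also added – NPY agonist 25 nM, then isoproterenol 1 µM plus Ro 20-1724 25 µM · Compound dosing – one concentration, 3.6 µM, in 0.4% DMSO · Schedule – compound incubation 1 h at room temperature, readout 45 min post-stimulation · Technique – fluorescence, membrane potential probe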
An asterisk follows results filed as active; nt = not tested or not shown.

SMILES	S1P4 antag	NPY-Y1 PAM-ag	RBBP9 inhibitor	BaF3 parental	Runt-CBFb FRET	NPY2 pot ag	Ba/F3 V617F tox	S1P4 ag	NPY-Y1 antag
Cc1cccc(NC(=O)Cn2nnc(C(=O)NCc3ccco3)c2N)c1	-12.6	9.3	-9.9	7.6	-0.7	7.6	0.4	2.6	2.1
CCN(CC)S(=O)(=O)c1ccc(OC)c(NC(=O)CSc2cc(Cl)ccc2Cl)c1	-8.0	-16.7	-14.3	3.9	-2.6	-3.2	-4.6	1.3	3.5
COc1ccc(Br)cc1C(=O)N/N=C/c1ccc2c(c1)n(C)c(=O)n2C	-26.7	-6.1	-3.4	3.0	0.3	0.1	-0.1	-1.0	-4.4
O=C(c1cc2cc(Br)ccc2oc1=O)N1CCCC1	-0.1	4.2	1.8	0.1	1.8	4.0	-2.9	-2.6	4.4
CCn1ncc(Br)c1C(=O)Nc1ccc2c(c1)OCCO2	11.7	11.9	-0.3	2.9	0.2	8.4	1.9	2.1	5.7
CCOC(=O)/C(=C/Nc1ccc(F)c(F)c1)[N+](=O)[O-]	-11.3	15.5	-8.4	-0.7	1.0	1.5	-4.1	-0.7	nt
CCCCn1nc2cc(C(=O)NCc3ccccc3OC)ccc2c1OCC	-16.0	7.0	2.4	-2.8	-2.1	-8.7	-4.6	-0.8	-1.7
CC(C)CCN1CCN(Cc2cccs2)CC1CCO (centres undefined)	-19.0	-0.6	-1.1	2.9	1.5	4.6	5.5	-0.7	4.0
COc1ccc(N2CCc3c(C)nc(SC)nc32)cc1	-6.4	-0.7	-3.8	8.2	0.0	13.2	1.0	-0.8	2.9
O=C(NCc1cccs1)c1noc2c1CCCCC2	-23.4	12.1	-2.7	6.8	-2.0	-12.1	0.4	-0.5	2.6
COc1ccccc1N1CCN(c2ccc(N3C(=O)CCC3=O)cc2[N+](=O)[O-])CC1	-0.8	7.5	-8.7	0.0	-0.3	-9.8	-1.0	0.1	0.7
S=C(NCc1cccnc1)Nc1ccc(Cl)c(Cl)c1	-8.1	25.4	-3.7	2.9	-0.9	16.4	3.0	0.6	-5.1
COc1ccc(CNCc2cn(-c3cccc(F)c3)nc2-c2ccc(C)o2)cc1	10.9	-14.2	-15.3	6.0	6.3	-28.4	1.9	-1.2	3.1
CC(C)(C#N)NC(=O)C(=O)c1c(-c2ccccc2)cc2ccccn12	-5.5	-17.3	-1.2	3.0	0.1	-12.2	-4.5	0.7	nt
O=C(CSc1nnc(COc2ccccc2)n1Cc1ccco1)Nc1ccc2c(c1)OCCO2	-9.3	-1.3	-4.5	1.4	0.3	8.9	-4.6	-3.0	-0.4
O=C(NCC1CCCO1)c1sc2cc(Cl)ccc2c1Cl (centres undefined)	-6.7	-17.7	-2.2	8.1	0.4	-2.7	0.9	-0.9	10.3
CN1CCN(C(=O)C2=C[C@H](c3ccc(C(F)(F)F)cc3)C[C@H](OCc3ccc(CO)cc3)O2)CC1	5.2	11.3	3.3	0.1	0.6	-13.0	-0.2	0.4	-1.4
Cc1n[nH]c(=O)nc1N/N=C/c1cccs1	14.6	14.9	-7.6	12.0	0.8	-9.9	6.4	-1.8	-6.5
Cc1nnc(Nc2ccc(C(=O)NCCO)cc2)c2ccccc12	-13.5	11.9	-1.8	1.6	0.7	8.5	-3.8	0.6	-0.4
COc1cccc(NC(=O)c2cc([N+](=O)[O-])ccc2N2CCN(C)CC2)c1	-16.9	14.1	-4.0	3.1	nt	6.7	-2.0	-0.4	-1.4
O=[N+]([O-])c1ccc(Oc2c(F)c(F)nc(N3CCCC3)c2F)cc1	-1.2	0.5	-10.4	4.9	1.2	-17.0	-1.2	3.0	7.1
CC(C)(C)OC(=O)N1CCC(C(=O)N[C@@H](Cc2ccccc2)C(=O)O)(c2ccccc2)CC1	7.5	0.7	-4.1	1.5	-4.6	-3.7	3.6	-1.3	4.3
CCOc1ccc2cc(C3CC(c4ccco4)=NN3S(=O)(=O)c3ccccc3)c(Cl)nc2c1 (centres undefined)	-5.5	-13.4	-8.2	0.6	2.9	-11.1	-3.7	1.0	10.8
O=C(c1cccs1)N(Cc1ccco1)Cc1cc2ccccc2[nH]c1=O	-23.5	8.8	-9.1	3.3	0.2	0.7	0.5	1.1	5.3
O=C(Nc1nnc(-c2ccc3c(c2)CCCC3)o1)c1c(F)cccc1F	-17.1	-10.6	0.6	61.2*	1.7	-6.7	-3.3	-0.1	3.0
CC(C)(C)C(=O)CSc1ncnc2c1cnn2-c1ccccc1	-7.2	-14.7	-12.0	-0.9	6.6	-23.9	0.3	-0.6	nt
O=C1CN(C(=S)Nc2ccc(OC(F)F)cc2)CCN1	-4.3	-8.7	-3.0	-4.0	1.5	-0.1	-4.1	-2.8	-2.3
C=CCn1c(-c2ccccc2OC)n[nH]c1=S	-9.8	-11.5	-4.2	1.9	6.6	-8.0	-2.9	1.9	5.8
Cc1cccc(C)c1NC(=O)C1=C(O)c2sccc2N(C)S1(=O)=O	-8.0	10.0	-7.2	3.7	32.3	11.5	-1.6	-1.5	0.5
Cc1nc2c(-c3ccc(F)cc3)c(C)nn2c(C)c1CCC(=O)NCc1ccco1	-11.4	-16.9	-8.5	6.6	-1.2	-3.2	0.4	0.4	-0.9
COCCCn1c(SCC(=O)Nc2nc3ccccc3s2)nnc1-c1ccoc1C	-3.3	-17.5	-5.8	3.5	-4.4	-9.2	-1.4	-4.0	-0.9
O=C(Cc1ccccc1)NCCc1cn2ccsc2n1	4.4	3.6	-10.9	8.8	-2.3	9.8	-2.7	-0.1	-5.6
CCOC(=O)C1(CC2CC2)CCN(C(=O)c2cc(C)nc3ccc(CC)cc23)CC1	8.0	0.8	-6.9	0.8	-7.1	-8.0	2.6	2.2	6.1
O=C(NCC(=O)N(CC1CCCO1)C1(C(=O)NC2CCCC2)CCCCC1)c1ccccc1 (centres undefined)	-3.7	0.4	-11.5	6.8	1.5	-13.5	-1.9	2.3	1.5
CCN(CC)S(=O)(=O)c1ccc(OC)c(NC(=O)CSc2ccccc2)c1	-31.1	-12.5	-3.7	9.8	1.7	-14.8	-2.5	0.9	2.3
Cc1cc(C[n+]2ccccc2)c2nsnc2c1	-10.5	5.5	-1.9	58.9*	-0.5	10.3	59.2*	1.2	-3.0
CCc1nnc(NS(=O)(=O)c2ccc(NC(=S)NC(=O)c3ccc(OC)cc3)cc2)s1	-12.6	9.2	-6.5	-0.4	8.3	1.7	3.4	0.1	-6.2
O=S(=O)(NCCc1csc(-c2cccnc2)n1)c1cccs1	4.8	12.8	-7.7	-0.1	-1.6	-0.4	2.2	-0.5	2.0
COc1ccc(CCn2c(=O)[nH]c3cc(C(=O)N4CCN(c5ccccn5)CC4)ccc3c2=O)cc1OC	1.0	-4.8	-6.3	2.7	nt	-0.6	-0.4	-0.8	4.4
COc1ccc(C2(c3ccc(O)cc3O)CC(c3ccccc3Cl)NC(=S)N2)cc1 (centres undefined)	1.6	-0.2	-10.0	5.5	6.4	10.3	2.6	0.4	0.5
CC1CN(C(=O)C(Sc2ccccc2)c2ccccc2)CC(C)O1 (centres undefined)	-3.5	-1.9	-5.3	3.5	-0.2	-1.7	-2.1	-0.8	-2.5
COc1ccc(OC)c(S(=O)(=O)Nc2ccccc2F)c1	-23.7	14.2	-2.7	5.0	-0.6	5.3	0.7	2.1	-1.0
Cc1sc2ncn(CC(=O)NCCCC(=O)N3CCN(c4ncccn4)CC3)c(=O)c2c1C	1.8	14.8	-0.9	1.3	-0.1	10.9	-3.2	2.5	1.3
CN(C)C(/C=C/Nc1cccc(Br)c1)=C(C#N)C#N	7.8	-7.2	-4.1	7.0	0.7	-3.1	2.9	-1.1	-0.9
Cc1cccc(C(=O)C2CCOC(C)(C)C2)c1 (centres undefined)	-17.2	10.1	-5.0	-1.6	0.0	3.1	-2.6	-0.7	nt
Cc1nc2c(ncn2-c2ccccc2)c(=O)n1NC(=O)CN1CCCCC1	1.1	-7.8	-4.3	-1.2	1.6	-1.9	-3.2	0.2	nt
COC(=O)c1ccc(NC(=O)c2ccccc2CC[N+](=O)[O-])cc1	-20.6	-10.6	3.3	0.4	1.1	3.5	0.0	0.5	5.3
Cc1ccc(CNC(=O)CCC(=O)c2cccs2)cc1	8.1	12.5	-6.5	5.3	-0.6	-0.6	1.5	-3.8	3.2
Cc1ccc(C(=O)Nc2sc3c(c2C(=O)O)CCCCC3)o1	-8.0	0.7	-3.7	8.5	1.3	-10.3	1.1	0.8	-3.5
CCOC(=O)NCc1ccc(CNC(=O)OCC)cc1	-23.9	15.9	11.2	8.4	-3.9	8.8	-3.9	1.5	2.4
Cc1ccccc1NC(=S)NCCc1ccc(S(N)(=O)=O)cc1	-6.1	0.9	-5.0	1.4	-0.2	-6.4	-3.3	0.0	-0.5
COc1cc(CCC(=O)Oc2ccc(C(C)=O)cc2)cc(OC)c1OC	13.6	-2.7	4.2	2.7	0.9	13.6	-2.4	-1.4	6.2
CCc1ccc(CNC(=O)C2CCN(S(=O)(=O)N3CCC4(CC3)OCCO4)CC2)cc1	-10.0	23.8	-4.7	4.9	0.2	-0.8	-1.7	2.6	1.2
CCCn1c2ccccc2c2nnc(SCc3[nH]c(=O)[nH]c3C(=O)CCCCC(=O)OCC)nc21	-6.2	-22.3	2.5	6.3	1.8	8.9	2.0	3.7	0.9
O=C(NC1CCCCC1)c1ccccc1NC(=O)C1CC(=O)N(c2ccc(Cl)cc2)C1 (centres undefined)	-15.6	9.8	-5.9	3.1	-1.3	-8.2	-3.4	-2.4	-7.5
O=C(O)c1ccc(COc2ccc3c(c2)CCC3)cc1	0.0	5.9	-3.0	-0.1	-1.2	-4.1	2.7	0.0	nt
O=C1CCN(c2ccc([N+](=O)[O-])cc2F)CC1	-6.9	-20.2	-5.6	3.9	3.1	1.0	0.9	-0.8	1.5
CCCCCNC(=O)C(C)Sc1ccc(Cl)cc1 (centres undefined)	-6.9	-7.5	-4.2	0.2	-0.9	-2.4	-3.7	1.1	3.1
Cc1cccc(Nc2c([N+](=O)[O-])c(=O)n(C)c3ccccc23)c1	-23.8	3.1	-8.9	4.1	-0.6	4.1	3.7	-0.2	0.7

Profiles as entered above. Values in the order: S1P4 antag | NPY-Y1 PAM-ag | RBBP9 inhibitor | BaF3 parental | Runt-CBFb FRET | NPY2 pot ag | Ba/F3 V617F tox | S1P4 ag | NPY-Y1 antag
Shown for `Cc1ccc(CNC(=O)CCC(=O)c2cccs2)cc1` → 8.1 | 12.5 | -6.5 | 5.3 | -0.6 | -0.6 | 1.5 | -3.8 | 3.2
Shown for `COc1ccc(OC)c(S(=O)(=O)Nc2ccccc2F)c1` → -23.7 | 14.2 | -2.7 | 5.0 | -0.6 | 5.3 | 0.7 | 2.1 | -1.0
